Bioassay records (PubChem)
MrgX1 agonist = activates human MrgX1 receptor signaling. Q96LB2. MrgX1-HEK293 cells, Fluo-4 calcium fluorescence, agonist mode; stronger effect = higher value. B-score at 10 µM. hit rate 0.44% among 310,000. AID 588627;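 active = calcium response B-score plate-corrected fluorescence ratio at least 3 library SD, with starting fluorescence B-score inside 5 SD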
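System: HEK293 cells stably expressing human MrgX1 receptor; Dosing: test compound in the initial addition of three; Schedule: overnight plating, then 30 min 37 °C plus 30 min room-temperature dye loading; Detection: kinetic calcium dye fluorescence, Fluo-4 NW; Controls: per-plate positive and negative controls for Z′ factor.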
TRPC6 act = activates the mouse TRPC6 cation channel; HEK293-TRPC6 membrane potential dye fluorescence; stronger effect = higher value; Q61143; B-score at 10 µM; hit rate 0.13% among 310,000;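 active = B-score of the integrated fluorescence ratio above library mean plus 3 SD, and starting fluorescence ratio within library mean plus 5 SD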;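 note: higher score means more depolarization so channel activation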
TRPC6 inhibitor = inhibitors of mouse TRPC6 channel | Q61143 | HEK293-TRPC6, membrane potential dye, ACh-evoked depolarization; stronger effect = lower value | B-score at 10 µM | hit rate 1.1% among 310,000;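 active = B-score under library mean minus 3 SD, initial fluorescence not abnormally high, positive integrated signal ratio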;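 note: B-score derived from integrated fluorescence ratio over the kinetic read; more negative B-score means stronger inhibition of depolarization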
RGS4 act = RGS4 potentiation or activation. B-score at 10 µM. hit rate 0.92% among 310,000. HEK293 M3R/inducible RGS4, carbachol calcium flux Fluo4; stronger effect = lower value;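 active = B-score of the integrated calcium signal more than 4 SD below the library mean, with starting fluorescence not abnormally high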;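 note: negative B-score means reduced calcium response which marks RGS4 activation or potentiation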
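Detection: kinetic calcium fluorescence imaging with Fluo4-AM dye, 2 µM / Material: HEK293 cells with stable M3R and inducible RGS4 / Schedule: recording 10 s baseline at 1 Hz, 100 s post-agonist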
MrgX1 antagonist = blocks BAM8-22 activation of human MrgX1 receptor; hit rate 1.3% among 310,000; B-score at 10 µM; MRGX1-HEK293 calcium flux, Fluo-4, BAM8-22 antagonism; stronger effect = lower value;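 active = calcium-response B-score plate-corrected more than 3 library SD below zero, starting fluorescence within 5 deviations, no agonist response on first addition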;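 note: peak minus trough fluorescence over baseline after final BAM8-22 challenge near maximal dose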
ANO1 activ = mouse TMEM16A channel activation, primary screen | HEK293 TMEM16A/YFP-H148Q/I152L, iodide quench fluorescence; stronger effect = lower value | hit rate 0.3% among 340,000 | Q8BHY3 | B-score at 10 µM;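 active = fluorescence-ratio B-score plate-corrected deviation score at least 3 library SD below zero, with starting fluorescence score within 5 deviations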;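 note: channel opened by trigger with iodide after compound preincubation; score built on the fluorescence ratio of max minus min over baseline; more negative score means more quench and so TMEM16A activation or potentiation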
Target sequence (Q8BHY3 whole entry, looked up): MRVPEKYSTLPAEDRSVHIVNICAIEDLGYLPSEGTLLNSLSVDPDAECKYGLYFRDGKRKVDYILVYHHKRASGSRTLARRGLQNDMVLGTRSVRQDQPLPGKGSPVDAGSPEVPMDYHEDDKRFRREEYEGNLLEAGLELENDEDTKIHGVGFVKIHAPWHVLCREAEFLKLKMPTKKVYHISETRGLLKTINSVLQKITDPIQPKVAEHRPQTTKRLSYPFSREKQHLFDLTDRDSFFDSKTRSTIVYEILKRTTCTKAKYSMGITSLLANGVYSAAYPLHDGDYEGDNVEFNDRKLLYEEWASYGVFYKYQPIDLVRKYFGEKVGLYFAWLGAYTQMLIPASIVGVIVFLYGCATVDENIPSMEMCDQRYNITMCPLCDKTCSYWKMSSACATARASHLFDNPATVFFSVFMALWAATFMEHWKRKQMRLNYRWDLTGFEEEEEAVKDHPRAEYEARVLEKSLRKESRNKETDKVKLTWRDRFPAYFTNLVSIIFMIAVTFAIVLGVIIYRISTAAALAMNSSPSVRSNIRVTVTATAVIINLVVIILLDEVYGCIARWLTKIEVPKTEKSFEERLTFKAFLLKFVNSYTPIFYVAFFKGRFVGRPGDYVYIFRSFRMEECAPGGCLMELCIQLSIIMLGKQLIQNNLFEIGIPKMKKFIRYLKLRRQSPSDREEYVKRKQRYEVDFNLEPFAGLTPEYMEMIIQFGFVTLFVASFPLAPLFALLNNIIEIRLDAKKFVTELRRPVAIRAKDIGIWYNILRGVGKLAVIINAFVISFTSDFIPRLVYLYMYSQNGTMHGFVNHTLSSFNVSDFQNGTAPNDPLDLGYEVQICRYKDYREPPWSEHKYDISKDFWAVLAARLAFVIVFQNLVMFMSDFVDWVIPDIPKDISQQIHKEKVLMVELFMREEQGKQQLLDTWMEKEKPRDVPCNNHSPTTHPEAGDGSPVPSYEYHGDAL
ANO1 block = blocks the mouse calcium-activated chloride channel TMEM16A. normalized B-score (activity score, 25-100; higher = stronger inhibition) at 10 µM. hit rate 1.2% among 310,000. HEK293 TMEM16A/YFP iodide influx fluorescence, ionomycin;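 active = ratio plate-corrected score three or more library SD toward inhibition, starting fluorescence score within five deviations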;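 note: score derived from kinetic fluorescence span divided by baseline fluorescence per well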
HDAC3 inh = human HDAC3 inhibition; hit rate 0.15% among 320,000; recombinant HDAC3, fluorogenic peptide/trypsin coupled, fluorescence; O15379; inhibition, % at 8.3 µM; in the data active = inhibition above about 26%, passing the limit was not always enough; inconclusive = no clear call, values can overlap the other calls
RGS4 block = inhibitors of human RGS4; HEK293 M3R/RGS4 inducible, Fluo-4 calcium flux; stronger effect = higher value; triggered by carbachol at its EC20; B-score at 10 µM; hit rate 0.45% among 310,000;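 active = B-score, a plate-corrected calcium signal, over three deviations above library mean, with baseline fluorescence within five deviations of library mean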;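 note: RGS4 expression induced by doxycycline in cells with stable M3 receptor; B-score is computed from the integrated fluorescence ratio over baseline after carbachol; higher B-score means a larger calcium signal and so more RGS4 inhibition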
Target sequence (P49798 whole entry, looked up): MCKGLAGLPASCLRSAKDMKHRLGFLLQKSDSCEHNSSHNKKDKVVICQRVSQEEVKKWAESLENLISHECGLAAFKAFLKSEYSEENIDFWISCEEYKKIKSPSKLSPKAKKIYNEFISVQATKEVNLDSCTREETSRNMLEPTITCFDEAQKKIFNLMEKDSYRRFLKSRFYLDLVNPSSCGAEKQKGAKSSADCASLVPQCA
SKKanGAS inh = inhibitors of SKKanGAS S. pyogenes growth in kanamycin (SK-promoter or general growth effect); BacTiter-Glo, 6 h; inhibition, % at 7.5 µM; hit rate 1.3% among 300,000; AID 1662;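 active = mean replicate score, as percent of positive control median, at least 50; inconclusive = mean below 50 but one replicate at or above 50; inactive = mean and every replicate below 50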;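 note: strain carries kanamycin resistance gene driven by streptokinase promoter and grows in 40 µg/ml kanamycin; loss of luminescence reflects streptokinase promoter inhibition or plain growth inhibition; 0% = median of DMSO wells and 100% = positive control at its reference dose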
MrgX1 PAM = human MrgX1 positive allosteric modulation, primary screen; MrgX1-HEK293, Fluo-4 calcium flux, FDSS; stronger effect = higher value; Q96LB2; B-score at 10 µM; AID 588675; hit rate 0.63% among 310,000;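 active = plate-corrected calcium response at least 3 library SD above typical, normal starting fluorescence, not activating the receptor alone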;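 note: compound read alongside a low EC10 to EC30 dose of BAM8-22 agonist; peak minus trough fluorescence over baseline measured at the second addition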
* marks the source's active call; other numbers are inactive results; i = inactive; ? = inconclusive; nt = no result given.

SMILES	MrgX1 agonist	TRPC6 act	TRPC6 inhibitor	RGS4 act	MrgX1 antagonist	ANO1 activ	ANO1 block	HDAC3 inh	RGS4 block	SKKanGAS inh	MrgX1 PAM
O=C(CSc1nnnn1-c1ccccc1)CSc1nnnn1-c1ccccc1	i	i	i	i	i	i	i	-4.7	i	-14.6	i
COc1ccc(NC(=O)N(C2CCCCC2)C2CCN(C(C)C)CC2)c(OC)c1	nt	i	i	i	nt	i	nt	nt	i	2.1	nt
Cc1nn(C)c(C)c1NS(=O)(=O)c1ccc(Cl)cc1	i	i	i	i	i	i	i	-5.2	i	20.7	i
N=C1/C(=C\c2ccc(Br)o2)C(=O)N=C2SC(CC(=O)N3CCOCC3)=NN12	i	i	i	i	i	i	i	3.5	i	0.9	i
COCC(=O)Nc1c(C(=O)Nc2ccccc2OC)oc2ccccc12	i	i	i	i	i	i	i	-1.2	i	-5.4	i
Cc1ccc(C(=O)Nc2ccccc2C(=O)NCc2ccccc2)cc1	i	i	i	i	i	i	i	nt	i	4.4	i
Cc1ccn(CC(=O)N2CCCC(N3CCN(c4ccc(F)cc4)CC3)C2)n1 (stereo not drawn)	nt	i	i	i	nt	i	nt	nt	i	1.0	nt
COc1ccc(N(C(=O)c2cccnc2)S(=O)(=O)c2cc(OC)ccc2OC)cc1	i	i	i	i	i	i	i	14.0	i	0.2	i
O=C(Cn1cnc([N+](=O)[O-])c1)Nc1cc(Oc2ccc(Cl)cc2Cl)cc([N+](=O)[O-])c1	i	i	i	i	i	i	i	?	i	13.1	i
CC(=O)Nc1cccc(C(=O)/C=C/c2ccc(C)cc2)c1	i	i	i	i	i	i	i	6.2	i	-14.6	i
COc1ccc(NC(=O)[C@H](COCc2ccccc2)NC(=O)OC(C)(C)C)cc1	i	i	i	i	i	i	i	-3.1	i	6.2	i
CCOCC(=O)Nc1ccc(S(=O)(=O)N2CCC(c3nc4ccccc4[nH]3)CC2)cc1	i	i	i	i	i	i	i	-5.5	i	2.0	i
CCOc1ccccc1NC(=O)CSc1nnc(-c2cccnc2)o1	i	i	i	i	i	i	i	2.6	i	0.5	i
Cc1ccc(-c2cc(C(=O)NCCCN3CCOCC3)no2)cc1	i	i	i	i	i	i	i	-8.3	i	-1.2	i
CCOC(=O)c1c(C=O)c(C)n(Cc2ccc(C)cc2)c1C	i	i	i	i	i	i	i	6.8	i	-4.6	i
O=C1Nc2ccc(Br)cc2C1Cc1ccccc1F (stereo not drawn)	i	i	i	i	i	i	i	6.7	5.76*	2.4	i
CSC(=S)N(C)C1CCS(=O)(=O)C1 (stereo not drawn)	i	i	i	i	i	i	i	2.5	i	7.8	i
CSc1nnc2c3cc(F)ccc3n(C)c2n1	i	i	i	i	i	i	i	3.9	i	-0.3	i
COc1ccc(CNC(=O)c2cncc(Br)c2)cc1	i	i	i	i	i	i	i	-1.2	i	0.0	i
COc1ccc(C(=O)Nc2ccc(S(=O)(=O)NC(C)C)cc2)cc1	i	i	i	i	i	i	i	0.7	i	3.2	i
O=C(NCc1ccccc1Cl)c1ccc(CSc2nc3ccncc3[nH]2)cc1	i	i	i	i	i	i	i	1.0	i	15.5	i
Cc1ccc(C(=O)NCc2ccco2)cc1S(=O)(=O)N1CCCC1	i	i	i	i	i	i	i	2.0	i	1.7	i
COc1ccc(CCn2ccc(O)c(Cc3ccc(Cl)cc3Cl)c2=O)cc1OC	i	i	i	i	i	i	i	8.3	i	10.3	i
Cc1cccc(C)c1Nc1nnc(SCC(=O)c2ccc(Br)s2)s1	i	i	i	-7.68*	i	i	i	27.0*	i	15.8	i
COCCCN(Cc1ccco1)C(=O)Cn1ncc2c(=O)oc3ccc(C)cc3c21	i	i	i	i	i	i	i	-2.1	i	-7.3	i
O=c1[nH]c(N2CCOCC2)nc2c1CCCC2	i	i	i	i	i	i	i	2.8	i	0.9	i
C/C(=N/NC(=O)c1ccccc1)C(=O)O	i	i	i	i	i	i	i	-92.8	i	-5.8	i
CCC(C(=O)NCc1ccccc1OC)c1ccccc1 (stereo not drawn)	i	i	i	i	i	i	i	-4.4	i	-0.6	i
CC(=O)Nc1ccc(S(=O)(=O)NCC2CCC(C(=O)NCc3ccccc3)CC2)cc1 (stereo not drawn)	i	i	i	i	i	i	i	-0.2	i	4.9	i
COC(=O)c1ccc(C(=O)OC)c(NC(=S)N2CCC(C)CC2)c1	i	i	i	i	i	i	i	-14.2	i	-2.6	i
FC(F)(F)c1nnc2c(Sc3ccc(Cl)cc3)nc3ccccc3n12	i	i	i	i	i	i	i	1.7	i	-4.3	i
O=C(Cn1cnc2ccccc21)Nc1ccccc1-c1ccccc1	i	i	i	i	i	i	i	2.7	i	0.6	i
O=c1cc(-c2ccccc2)oc2ccccc12	i	nt	nt	nt	i	i	i	4.9	nt	nt	i
CC(C)(C)c1ccc(COC(=O)CNC(=O)CNC(=O)Cc2ccccc2)cc1	i	i	i	i	i	i	i	6.5	i	2.3	i
COc1ccc(-c2nc(CNS(=O)(=O)c3ccc(OC)c(OC)c3)cs2)cc1	i	i	i	i	i	i	i	3.1	i	-5.9	i
O=c1c2ccccc2nc(SCc2ccc([N+](=O)[O-])cc2)n1-c1ccccc1	i	i	i	i	i	i	i	1.8	i	5.0	i
Cc1nn(C)cc1CNC(=O)c1ccc(F)cc1	i	i	i	i	i	i	i	5.9	i	-4.1	i
CC(C)C1Nc2ccc(C(=O)NCc3ccco3)cc2NC1=O (stereo not drawn)	i	i	i	i	i	i	i	0.2	i	1.1	i
COC(=O)c1nc(N)sc1C(C)C	i	i	i	i	i	i	i	3.2	i	-2.6	i
O=C1NC(=O)c2cc(NC(=O)c3cccc4ccccc34)ccc21	i	i	i	i	i	i	i	-3.5	i	-2.3	i
COc1ccc(C(C(=O)NC2CCCC2)N(CCO)C(=O)Cn2nnc(-c3ccc(C)o3)n2)cc1 (stereo not drawn)	i	i	i	i	i	i	i	-0.3	i	-0.5	i
Cc1ccc(CN2CCC(=O)N2)cc1	i	i	i	i	i	i	i	-9.5	i	-4.0	i
CCN(CC)S(=O)(=O)c1cccc(-c2nc3n(n2)Cc2ccccc2-3)c1	i	i	i	i	i	i	i	-1.6	i	4.9	i
COc1ccc(N2CCN(c3nc4c(c(=O)n(C)c(=O)n4C)n3CCCc3ccccc3)CC2)cc1	i	i	i	i	i	i	i	-1.1	i	4.9	i
O=C(Nc1ccncc1)c1ccc(Cl)c(S(=O)(=O)N2CCCCC2)c1	i	i	i	i	i	i	25*	0.7	i	8.9	i
O=C(Nc1cccc(-c2cscn2)c1)C1CCN(Cc2ccccn2)CC1	nt	i	i	i	nt	i	nt	nt	i	-4.3	nt
S=c1[nH]nc(-c2cc(-c3ccsc3)n[nH]2)n1-c1ccccc1	i	i	i	i	i	i	i	12.0	i	4.7	i
O=C1C=C(NCCN2CCOCC2)CC(c2ccccc2)C1 (stereo not drawn)	i	i	i	i	i	i	i	1.4	i	7.4	i
O=C(c1ccc2c(c1)OCO2)N1CCCC(c2ccccc2)C1 (stereo not drawn)	i	i	i	i	i	i	i	6.6	i	11.6	i
COc1cc2c(c(OC)c1OC)-c1ccc(OC)c(=O)cc1[C@@H](N(C)CC#CCO)CC2	i	i	i	i	i	i	i	2.2	i	0.0	i
CC(C(=O)NCc1ccco1)n1ccc2cc(S(=O)(=O)N3CCCC3)ccc21 (stereo not drawn)	i	i	i	i	i	i	i	1.0	i	-0.9	i
COc1ccc(CC(=O)Oc2ccc(C)cc2Br)cc1OC	i	i	i	i	i	i	i	2.0	i	-1.3	i
CCC(=O)N1c2ccc(C)cc2C2=NNC(=S)NC21O (stereo not drawn)	i	i	i	i	i	i	i	-5.3	i	-0.3	i
CCc1nnc(NS(=O)(=O)c2ccc(NC(=O)/C=C/C(=O)O)cc2)s1	i	i	i	i	i	i	i	-8.0	i	-6.7	i
O=C(CCCOc1ccccc1)Nc1nnc(C2CCCO2)s1 (stereo not drawn)	i	i	i	i	i	i	i	1.5	i	-1.4	i
CCOC(=O)CCNCc1ccc(OC)c(OC)c1	i	i	i	i	i	i	i	-0.5	i	-1.4	i
Cc1ccc(C(=O)c2nc3c(n2O)CCCC3)cc1	i	i	i	i	i	i	i	2.8	i	1.2	i
O=C1CC(N2CCN(c3ccc(O)cc3)CC2)C(=O)N1Cc1cccs1 (stereo not drawn)	i	nt	nt	nt	i	i	i	-3.5	nt	nt	i
CC1CCN(S(=O)(=O)c2ccc(NC(=O)Cn3nnc(-c4ccccc4)n3)cc2)CC1	i	i	i	i	i	i	i	3.8	i	2.5	i
CCc1ccc(N(CC(=O)NCc2ccco2)C(=O)CCC(=O)Nc2ccccn2)cc1	i	i	i	i	i	i	i	-1.4	i	-5.6	i
(continued)
SMILES	MrgX1 agonist	TRPC6 act	TRPC6 inhibitor	RGS4 act	MrgX1 antagonist	ANO1 activ	ANO1 block	HDAC3 inh	RGS4 block	SKKanGAS inh	MrgX1 PAM
NS(=O)(=O)c1cccc(NC(=O)CCSc2ccccc2Cl)c1	i	i	i	i	i	i	i	4.6	i	-0.7	i
COc1cc(C(=O)NC2CC3CCCC(C2)N3C2CC2)cc(OC)c1OC (stereo not drawn)	i	i	i	i	i	i	i	4.2	i	-0.6	i
CCOC(=O)c1c(C)[nH]c(C(=O)COC(=O)CCC2CCCC2)c1C	i	i	i	i	i	i	i	-5.9	i	7.8	i
Cc1ccc(CC(=O)N2CCN(c3ccc([N+](=O)[O-])cc3)CC2)cc1	i	i	i	i	i	i	i	-2.7	i	-13.8	i
COc1ccc(C2Nc3ccccc3C(=O)N2NS(=O)(=O)c2ccc(C)cc2)c(OC)c1 (stereo not drawn)	i	i	i	i	i	i	i	-17.1	i	1.4	i
CC(=O)NC(CCCN1C(=O)c2ccccc2C1=O)c1nnn(C)n1 (stereo not drawn)	i	i	i	i	i	i	i	3.4	i	4.3	i
COc1cccc(-c2cc(C(=O)Nc3cccc(O)c3)no2)c1	i	i	i	i	i	i	i	-7.3	i	-16.6	i
CCCC(C)c1nnc(NC(=O)C2CCCO2)s1 (stereo not drawn)	i	i	i	i	i	i	i	-1.0	i	-2.1	i
O=C(NCCc1ccccc1)C1CCN(S(=O)(=O)N2CCCCC2)CC1	i	i	i	i	i	i	i	-0.9	i	-13.1	i
O=C1N(Cc2cccnc2)C[C@@H]2C[C@@H](c3cccc(OCc4ccccc4)c3)N3CCC[C@@]123	i	i	i	i	i	i	i	-0.5	i	-12.6	i
Cc1cc(C(=O)N/N=C/c2ccc(-c3ccc(C)c(Cl)c3)o2)n[nH]1	i	i	i	i	i	i	i	4.1	i	-4.0	i
